# Compound activity (PubChem BioAssay)
# Akt phos inh: HTS Assay for Inhibitors of Akt Phophorylation: Primary Screen. 0.32% of 360,000 active. activity change, % for hits at 50 µM. AID 651550, 2012. Neuro2A IGF-stimulated pAkt S473 HTRF, 20 min; stronger effect = lower value; in the data active = activity change below about -80%; inconclusive = mostly about -51% to -80%; note: % is set by controls: 0 for no effect and ±100 for the full control effect
#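 Neuro2A cells in DMEM with 0.5% FBS, overnight at 37 deg C, given compound at single 50 µM final, then IGF (6 nM final) for 20 min at 37 deg C. Lysed; phospho-Akt Ser473 by HTRF after 24 h, 665/615 ratio.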
# PTHR1 ag: qHTS for PTHR1 Agonists: Primary Screen; HEK293 GP2 PTHR1 cells, GloSensor cAMP luminescence, 1 h; Potency, µM (series often up to 115 µM), for inactives: top-dose activation, usual class: activators; AID 743266, 2014; 0.075% of 410,000 active; note: potency is the fitted concentration of half-maximal effect; nearly all actives have a fitted effect of over 55% in size; some results filed as inactive show a strong effect at the top dose; inactives centre near -15; many of its hits are not listed in these tables
# Target sequence (Q03431 whole entry, looked up): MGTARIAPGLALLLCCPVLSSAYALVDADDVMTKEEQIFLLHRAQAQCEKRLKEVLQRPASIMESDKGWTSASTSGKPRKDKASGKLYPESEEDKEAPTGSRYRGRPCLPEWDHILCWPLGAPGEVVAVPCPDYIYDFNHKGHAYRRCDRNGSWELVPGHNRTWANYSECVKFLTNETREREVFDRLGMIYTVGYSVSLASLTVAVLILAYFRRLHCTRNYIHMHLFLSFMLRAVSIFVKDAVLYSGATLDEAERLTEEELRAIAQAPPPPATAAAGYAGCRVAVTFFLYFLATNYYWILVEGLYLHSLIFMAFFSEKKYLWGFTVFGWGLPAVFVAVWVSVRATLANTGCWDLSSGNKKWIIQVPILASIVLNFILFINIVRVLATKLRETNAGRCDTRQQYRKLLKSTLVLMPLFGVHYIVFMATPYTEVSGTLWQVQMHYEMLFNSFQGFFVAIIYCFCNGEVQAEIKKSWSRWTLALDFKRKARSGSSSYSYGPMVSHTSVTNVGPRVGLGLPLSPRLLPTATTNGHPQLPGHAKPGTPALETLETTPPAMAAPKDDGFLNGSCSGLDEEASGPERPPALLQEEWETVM
#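 HEK-293-derived GP2 cells expressing PTHR1 and a GloSensor cAMP reporter, 3,000/well, plated overnight, given luciferin plus IBMX (each 0.5 mM as added) for 1 h at 37 °C, then compound for 1 h at 37 °C. Luminescence was read after 15 min at room temperature.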
# TDP-43 yeast inh: qHTS of TDP-43 Inhibitors. TDP-43 expressing yeast growth rescue, BacTiter-Glo, 24 h. Potency, µM (highest dose often 46.1 µM), inactives show at the highest dose growth rescue (activation), usual class: activators. 1.8% of 410,000 active; note: potency is the fitted concentration of half-maximal effect; % of control where 0% means no effect; nearly all actives have a fitted effect of over 50% in size
#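 Galactose-induced TDP-43 yeast, OD600=0.02, compound pinned; 24 hr, 30 deg C; BacTiter-Glo luminescence for growth. Inhibitors of TDP-43 toxicity read as activators.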
# FUS suppressor: qHTS for Suppressors of FUS Proteinopathy: Primary screen using FUS-linked yeast assay | 0.24% of 390,000 active | Potency, µM (top dose mostly 76.6 µM), inactives show at the highest dose growth rescue (activation), usual class: activators | S. cerevisiae FUS-expressing, growth rescue, OD600, 24 h;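 note: potency is the fitted concentration of half-maximal effect; plate controls were DMSO vehicle for no effect and reference control for full effect; nearly all actives have a fitted effect of over 55% in size; some results filed as inactive show a strong effect at the top dose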
#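 Cultures pregrown in 2.5% raffinose medium are shifted to minimal medium containing 2% galactose to express toxic FUS. Compounds are tested at several concentrations. After 24hr at 30C, growth is quantified at 600 nm absorbance.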
# Mm-Cpn inhibitor: Inhibitors of TCP-1 ring complex (TRiC) of Methanococcus maripaludis (MmCpn): qHTS | 0.031% of 330,000 active | Potency, µM (doses to about 76.9 µM), inactives show top-dose activity, negative = inhibition, hits mostly inhibitors | AID 504842, 2011 | Chaperonin Mm-Cpn (Methanococcus maripaludis) | purified Mm-Cpn ATPase, ADP Transcreener TR-FRET; note: potency is the fitted concentration of half-maximal effect; % is set by controls: 0 for no effect and ±100 for the full control effect; nearly all actives have a fitted effect of over 80% in size
#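 Measured: ADP formation by purified Mm-CPN. Conditions: 25 nM protein, 10 uM ATP, Tris pH 7.4 with Mg2+, K+ and DTT, 37°C for 30 min. Detection: Transcreener HTRF after 30 min at room temperature.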
# GLP-1R inv ag: qHTS of GLP-1 Receptor Inverse Agonists (Inhibition Mode) | HEK293 GLP-1R CRE-luciferase, luminescence, 24 h; GLP-1R form is constitutively active | Potency, µM (top dose mostly 38.3 µM), for inactives: at the highest dose activity change, negative = inhibition, actives largely listed as inhibitors | 1.6% of 410,000 active | Glucagon-like peptide 1 receptor (Homo sapiens), P43220; note: potency is the fitted concentration of half-maximal effect; % is set by controls: 0 for no effect and ±100 for the full control effect; nearly all actives have a fitted effect of over 55% in size
# Target sequence (P43220 whole entry, looked up): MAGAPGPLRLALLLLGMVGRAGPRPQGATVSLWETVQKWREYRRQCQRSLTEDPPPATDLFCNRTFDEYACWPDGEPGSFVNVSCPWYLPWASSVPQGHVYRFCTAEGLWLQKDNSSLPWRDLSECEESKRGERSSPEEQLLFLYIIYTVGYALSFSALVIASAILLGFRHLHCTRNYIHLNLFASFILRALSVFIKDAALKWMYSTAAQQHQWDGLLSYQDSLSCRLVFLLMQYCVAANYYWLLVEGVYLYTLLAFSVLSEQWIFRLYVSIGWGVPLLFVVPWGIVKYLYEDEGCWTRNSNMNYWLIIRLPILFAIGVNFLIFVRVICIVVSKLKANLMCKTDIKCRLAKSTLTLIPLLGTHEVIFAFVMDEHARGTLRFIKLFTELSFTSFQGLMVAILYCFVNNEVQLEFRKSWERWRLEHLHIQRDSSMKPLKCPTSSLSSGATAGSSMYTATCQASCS
#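 Cells are plated, allowed 12 hours at 37 deg C, then treated with compounds for 24 hr before luciferase detection reagent is added and luminescence is read after 12 min at room temperature. The HEK293 line carries constitutively active GLP-1R with a cAMP-responsive reporter.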
# HEK293 tox: qHTS of GLP-1 Receptor Inverse Agonists: Cytotox Screen; HEK293 cAMP-luciferase reporter cells, luminescence, 24 h; Potency, µM (top dose mostly 38.3 µM), without a hit: top-dose activity change, negative = inhibition, hits mostly inhibitors; 0.13% of 410,000 active; AID 624418, 2012;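 note: loss of luciferase light is scored as toxicity; potency is the fitted concentration of half-maximal effect; % is set by controls: 0 for no effect and ±100 for the full control effect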
#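 Cells in DMEM/10% Nu serum/1% pen-strep, 1536-well format. Pre-incubated 12 h, dosed with 23 nL compound, incubated a further 24 h. Luciferase detection, 12 min at room temp, luminescence.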
# aSyn rescue: qHTS of alpha-syn Inhibitors | Yeast expressing alpha-synuclein, growth rescue, BacTiter-Glo, 24 h | Potency, µM (series often up to 46.1 µM), without a hit: top-dose growth rescue (activation), actives largely listed as activators | 0.14% of 370,000 active | AID 652106, 2013; note: potency is the fitted concentration of half-maximal effect; % of control where 0% means no effect; nearly all actives have a fitted effect of over 65% in size
#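 Screening used galactose-induced yeast with toxic alpha-synuclein levels, exposed to compound for 24 hr at 30 deg C. Cell growth, read with BacTiter-Glo luminescence, gave the measured signal.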
# Abeta yeast res: qHTS for compounds that reverse cellular toxicity of Amyloid beta (A-beta) peptide in yeast: Primary Screen; yeast expressing A-beta42, growth rescue, OD600, 48 h; response scale: 0% DMSO, 100% iron-clioquinol control; Potency, µM (titrated, usually from 46.1 µM), for inactives: at the highest dose growth rescue, usual class: activators; 0.063% of 410,000 active; AID 1347071, 2019; note: potency is the fitted concentration of half-maximal effect; nearly all actives have a fitted effect of over 55% in size
#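 Growth rescue measured by 600 nm absorbance after 48 h yeast culture at 30 C with compound. Values normalized between DMSO and an equimolar ferric chloride plus clioquinol control.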
# * hit, by the source's call; i = inactive; ? = inconclusive; / = no result given; & = joins results of further samples; [ ] = remark or other dose. Unless noted, calls come from the whole dose curve; as a rule, active = well fitted curve in the direction sought with a large enough effect; inconclusive = small, poorly fitted or top-dose-only effect, or another doubt; inactive = no such curve, though single readings can be large; an effect the other way counts as inactive or inconclusive.
SMILES,Akt phos inh,PTHR1 ag,TDP-43 yeast inh,FUS suppressor,Mm-Cpn inhibitor,GLP-1R inv ag,HEK293 tox,aSyn rescue,Abeta yeast res
COc1cc(C(=O)NNC(=S)Nc2ccc(S(N)(=O)=O)cc2)cc(OC)c1OC,i,?,0%,15%,-2%,-26%,-29%,17%,-10%
Cc1cc(C)n(CCCC(=O)O)n1,i,-48%[inhibitor],-5%,-3%,-4%,2%,12%,1%,-7%
CCOc1ccc(-n2c(C)cc(/C=N/NC(=O)C(N)=O)c2C)cc1,i,i,1%,30%,-2%,39%[activator],-5%,0%,0%
COc1ccccc1NC(=O)CSc1nnc(-c2ccco2)n1Cc1ccco1,i,-4%,22%,17%,-17%,7%,2%,6%,17%
COC(=O)c1ccc(NC(=O)c2cc(S(=O)(=O)N3CCOCC3)cn2C)cc1,/,i,15%,-4%,/,1%,-9%,/,-5%
CC(C)(C)c1[nH]nc2c1C(c1ccsc1)C(C#N)=C(N)O2 (stereo not drawn),i,-48%[inhibitor],22%,-31%,2%,-23%,-2%,0%,-5%
CC(=O)c1cc(-c2ccccc2)n(CC(=O)NC2CCCCCC2)c1C,/,5%,6%,-6%,/,6%,-4%,/,-17%
Cc1ccc2c(Sc3ccccc3)c(C(=O)NCc3ccccc3F)[nH]c2c1,/,i,10%,-23%,/,8%,2%,/,-13%
CCCc1cc(=O)[nH]c(SCC(=O)N2CCN(S(=O)(=O)c3ccc(Cl)cc3)CC2)n1,i,i,8%,?,-10%,10%,2%,1%,12%
COCCNC(=O)C1(C)CCCN(Cc2csc3ccccc23)C1 (stereo not drawn),i,-15%,0%,-18%,/,-14%,8%,-12%,-16%
Clc1ccc2nc(-c3ccccc3)c(CN3CCOCC3)n2c1,i,-24%[57.5 µM],22%,7%,3%,-11%,4%,3%,-10%
CC(=O)NC(CC(=O)OCC(=O)N1c2ccccc2NC(=O)C1(C)C)c1ccccc1 (stereo not drawn),i,-20%,7%,/,-3%,0%,19%,0%,5%
Cc1onc(-c2ccccc2)c1C(=O)NNC(=O)c1ccccc1Br,i,-27%,8%,-6%,0%,-13%,-5%,-2%,-9%
COC(=O)C1=CN(Cc2ccc(OC)c(OC)c2)C=C(C(=O)OC)C1c1cccc(OC)c1OC,i,i,29%,26%,1%,41%[activator],252%[activator],6%,-5%
CCOC(=O)/C=c1\s/c(=C\c2ccc(C)cc2)c(=O)n1CC(=O)NCc1ccco1,i,i,-1%,/,2%,14%,-1%,0%,20%
CCNc1ccccc(C(=O)/C=C/c2ccc3c(c2)OCO3)c1=O,/,i,-13%,?,-2%,32%[activator],-3%,9%,-2%
CC(=O)Nc1ccc(S(=O)(=O)NCC2CCC(C(=O)NCCCOC(C)C)CC2)cc1 (stereo not drawn),i,-13%,7%&2%,-11%&-16%,0%,-1%&5%,1%&-16%,-4%,-17%&-16%
CC(=O)C1=C(c2ccc(Br)cc2)N(C(C)=O)n2c(nnc2C2CCCCC2)S1,/,i,17%,-1%,/,12%,16%,/,5%
CCOc1cc2[nH]c(=S)n(CCCN3CCOCC3)c(=O)c2cc1OCC,i,i,-14%,11%,2%,0%,-4%,-4%,1%
Cc1cccc(C)c1OCCNC(=O)c1ccc2ccccc2n1,i,-34%[inhibitor],?,31%,2%,?,-4%,14%,-14%
c1ccc(-c2ccc3c(n2)CCCO3)cc1,i,-9%,2%,-1%,/,4%,-10%,-1%,4%
Cc1c(C(=O)N2CCC(C(N)=O)CC2)oc2ccc(Br)cc12,i,i,0%,-6%,3%,68%[activator],8%,0%,0%
CC(=O)Nc1ccc(S(=O)(=O)Nc2nccc(/C=C/c3ccccc3F)n2)cc1,i,i,13%,-2%,3%,42%[activator],-1%,-4%,-2%
COc1ccccc1C(O)c1ncc(-c2ccccc2C)[nH]1 (stereo not drawn),i,i,8%,-17%,/,18%,4%,0%,-7%
CCOC(=O)C(=CNc1ccc2c(c1)CCN2C(C)=O)C(=O)OCC,i,-62%[inhibitor],8%,-7%,-2%,50%[activator],1%,11%,-25%

# Full records, quoted from the list:
# COc1ccccc1C(O)c1ncc(-c2ccccc2C)[nH]1 (stereo not drawn) is listed as Akt phos inh = i; PTHR1 ag = i; TDP-43 yeast inh = 8%; FUS suppressor = -17%; Mm-Cpn inhibitor = /; GLP-1R inv ag = 18%; HEK293 tox = 4%; aSyn rescue = 0%; Abeta yeast res = -7%
# COc1ccccc1NC(=O)CSc1nnc(-c2ccco2)n1Cc1ccco1 is listed as Akt phos inh = i; PTHR1 ag = -4%; TDP-43 yeast inh = 22%; FUS suppressor = 17%; Mm-Cpn inhibitor = -17%; GLP-1R inv ag = 7%; HEK293 tox = 2%; aSyn rescue = 6%; Abeta yeast res = 17%
# CCOC(=O)/C=c1\s/c(=C\c2ccc(C)cc2)c(=O)n1CC(=O)NCc1ccco1 is listed as Akt phos inh = i; PTHR1 ag = i; TDP-43 yeast inh = -1%; FUS suppressor = /; Mm-Cpn inhibitor = 2%; GLP-1R inv ag = 14%; HEK293 tox = -1%; aSyn rescue = 0%; Abeta yeast res = 20%

# Returning to the listing with the three entries that preceded the break.
SMILES,Akt phos inh,PTHR1 ag,TDP-43 yeast inh,FUS suppressor,Mm-Cpn inhibitor,GLP-1R inv ag,HEK293 tox,aSyn rescue,Abeta yeast res
CC(=O)Nc1ccc(S(=O)(=O)Nc2nccc(/C=C/c3ccccc3F)n2)cc1,i,i,13%,-2%,3%,42%[activator],-1%,-4%,-2%
COc1ccccc1C(O)c1ncc(-c2ccccc2C)[nH]1 (stereo not drawn),i,i,8%,-17%,/,18%,4%,0%,-7%
CCOC(=O)C(=CNc1ccc2c(c1)CCN2C(C)=O)C(=O)OCC,i,-62%[inhibitor],8%,-7%,-2%,50%[activator],1%,11%,-25%
Nc1ccccc1C(=O)NCc1ccc(F)cc1,i,-8%,27%,-15%,-6%,-2%,15%,-4%,-13%
N/C(=N\OC(=O)/C=C/c1ccccc1Cl)c1ccncc1,i,-32%[inhibitor],-16%[1.82 µM],15%,1%,2%,-8%,-5%,7%
Nc1nnc(CC(c2ccccc2)c2ccccc2)s1,i,-6%[57.5 µM],13%,20%,2%,10%,-8%,3%,11%
CNC(=O)[C@@]1(C)C=C[C@@H](Cc2ccccc2)N1C(=O)OC,i,-4%,-8%,-5%,-1%,18%,5%,-1%,3%
COC(=O)c1cc(NC(=O)c2cccs2)ccc1N1CCOCC1,i,i,-18%,19%,0%,-17%,-6%,4%,-9%
O=C(Nc1ccc(C(F)(F)F)cc1)C1CCC(CNS(=O)(=O)c2cccc3nsnc23)CC1 (stereo not drawn),/,-31%[inhibitor],0%,3%,/,-6%,5%,/,3%
Cc1cc(C)n(-c2ccc(Cl)c(C(=O)Nc3ccc(OC(F)(F)F)cc3)n2)n1,i,-14%,-8%,18%,-11%,29%,11%,0%,-9%
CCC(=O)N1c2ccccc2CC1C(=O)NCCN1CCN(c2cc(Cl)ccc2C)CC1 (stereo not drawn),/,-8%,9%,-3%,/,9%,12%,/,-4%
CCN1CCN(C(=O)CCCCCn2c(=O)[nH]c3cc(C(=O)OC)ccc3c2=O)CC1,i,i,13%,17%,-9%,6%,13%,-6%,-2%
Cc1ccc(-c2nc3sc(C#N)c(N)n3c(=O)c2C#N)cc1,i,i,2%[9.22 µM],24%,-3%,12%,-2%,-1%,6%
CC(C)NC(=O)CN(CCc1ccccc1)S(C)(=O)=O,i,i,-20%,-6%,-1%,1%,-6%,-3%,-7%
OC(COC(c1ccccc1)c1ccccc1)CN1CCN(c2ccccn2)CC1 (stereo not drawn),i,-43%[inhibitor],-21%,13%,-1%,?,-15%,-8%,11%
CC(C)CC(=O)Nc1cccc(C(=O)Nc2ccccc2C(=O)O)c1,i,-6%,-20%,-13%,-7%,0%,-5%,-7%,-9%
O=C(NCc1nnc(SC/C=C/c2ccccc2)o1)c1ccco1,i,i,3%,8%,1%,-23%,-15%,3%,12%
C/C(=N\NC(=O)COc1ccc(C)cc1[N+](=O)[O-])c1cccs1,i,-11%,-8%,-3%,2%,5%,-3%,5%,-12%
COc1ccc(S(=O)(=O)N2CCN(C(=O)COc3ccc(C)c(C)c3)CC2)cc1OC,i,-4%,8%,28%,1%,-18%,6%,-1%,17%
Cc1noc(NS(=O)(=O)c2ccc(N)cc2)c1C,i,-19%,4%,-10%,-3%,-2%,8%,6%,8%
COC(=O)c1ccc(C(=O)Nc2cc(Cl)ccc2Cl)cc1NC(=O)c1ccc(N(C)C)cc1,i,5%,-15%,0%,-2%,13%,10%,-1%,-9%
COc1cc(/C=C/C(C)=NNc2ccccc2)ccc1O,i,-24%,5%,9%,/,?,-24%,-13%,20%
Nn1c(C2CCC2)nc2ccccc2c1=O,i,i,-11%,-7%,-1%,6%,-1%,-2%,-9%
COC(=O)c1ccc(CNC(=O)CNc2cc(C(F)(F)F)ccc2N2CCOCC2)cc1,i,-8%[57.5 µM],-7%,32%,-3%,10%,0%,10%,-1%
COc1cccc(C(=O)OCC(=O)c2c[nH]c3ccccc23)c1O,i,-21%,/,23%,-6%,?,-8%,-4%,11%

# Not all compounds are listed; the hit share may differ from the screen's.
